# CASP6 VEID inh: blocks human caspase-6 cleavage activity. P55212. purified caspase-6, Z-VEID-R110 cleavage fluorescence. inhibition, % at 12.5 µM. 0.53% of 350,000 active;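 active = mean inhibition across replicates at least about 35%, with every replicate also reaching that limit, limit read from the data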;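 also: 0% = median of neutral control wells and 100% = no fluorescence left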
# Target sequence (P55212 24-179 limits assumed): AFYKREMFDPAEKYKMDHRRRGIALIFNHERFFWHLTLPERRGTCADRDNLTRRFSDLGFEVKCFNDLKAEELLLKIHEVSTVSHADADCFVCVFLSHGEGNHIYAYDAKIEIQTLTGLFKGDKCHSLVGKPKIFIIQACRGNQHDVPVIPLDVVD
# Target sequence (P55212 194-293 limits assumed): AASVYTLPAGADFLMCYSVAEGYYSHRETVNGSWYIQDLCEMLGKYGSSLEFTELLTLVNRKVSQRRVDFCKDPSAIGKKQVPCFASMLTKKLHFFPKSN
# Statin myotox sup: suppressors of simvastatin-induced myotoxicity in C2C12 myotubes. ATP luminescence, 48 h; scaled: DMSO 0, geranylgeraniol control 100. rescue of ATP level, % at 7.49 µM. 0.78% of 330,000 active. AID 602340;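 active = mean ATP rescue above about 67%, or every replicate alone reaching that limit, limit read from the data, passing the limit was not always enough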;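 also: myotubes were challenged with 10 µM simvastatin during compound exposure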
# LGR2 antag: blocks bursicon-induced cAMP signaling via Drosophila LGR2 | HEK293 LGR2, CRE-luciferase, bursicon-stimulated, 4 h | inhibition, % at 9.99 µM | 0.35% of 380,000 active | AID 720647;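 active = drop in luminescence signal, shown as inhibition above about 50% in the replicate tests, limit read from the data, passing the limit was not always enough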;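 also: agonist challenge used bursicon conditioned medium at about half maximal strength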
# S100A4 inh HTS: blocks human S100A4 binding to myosin IIA peptide; P26447; S100A4/TAMRA-MyoIIA peptide fluorescence polarization; inhibition, % at 10.7 µM; 0.14% of 360,000 active; AID 652163;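 active = mean inhibition of at least 70% across replicates, with every replicate also reaching that level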
# Target sequence (P26447 whole entry, looked up): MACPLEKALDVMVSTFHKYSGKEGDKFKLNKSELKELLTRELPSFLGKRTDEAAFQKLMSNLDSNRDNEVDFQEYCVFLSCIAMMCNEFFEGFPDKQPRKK
#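 Assay system: human S100A4 monomer with TAMRA-labelled myosin IIA peptide / Buffer or medium: Calcium-containing HEPES buffer, pH 7.2 / Reagent: TAMRA-labelled myosin IIA heavy-chain peptide probe, 5 nM / Compound: one dose per compound / Timing: polarization read 5 min after assay mix addition, stable 5–60 min / Benchmarks: neutral control DMSO, positive control TFP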
# esBAF inh: inhibitors of esBAF chromatin remodeling in mouse ES cells; Bmi1-luciferase knock-in reporter, 24 h; 100% = twice the neutral-well signal; reporter increase, % at 12.5 µM; 2% of 350,000 active; in the data active = activation above about 40%;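 also: 0% = median of the plate's neutral control wells and 100% = double that signal; a rise in the Bmi1 reporter signal indicates esBAF inhibition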
# SIRT5 block: sirtuin-5 (human) deacylase inhibition. 1.1% of 330,000 active. Purified SirT5, succinyl-peptide AMC, trypsin-coupled fluorescence. inhibition, % at 15 µM; in the data active = inhibition above about 15%
# Target sequence (Q9NXA8 whole entry, looked up): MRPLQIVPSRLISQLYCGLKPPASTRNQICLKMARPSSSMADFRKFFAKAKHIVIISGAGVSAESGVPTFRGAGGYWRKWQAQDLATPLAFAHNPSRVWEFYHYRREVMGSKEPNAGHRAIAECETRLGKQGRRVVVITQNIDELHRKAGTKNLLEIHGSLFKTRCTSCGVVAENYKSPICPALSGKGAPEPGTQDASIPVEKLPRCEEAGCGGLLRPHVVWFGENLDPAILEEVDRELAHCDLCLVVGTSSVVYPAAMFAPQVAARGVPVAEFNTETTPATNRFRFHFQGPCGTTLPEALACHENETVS
# FN deposition inh: fibronectin deposition inhibition; AH1F fibroblasts, Alexa488-fibronectin deposition fluorescence, overnight; inhibition, % at 12.6 µM; 0.086% of 350,000 active; AID 743247;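 active = mean inhibition across replicates of 30% or more, regardless of how many single replicates reach that level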;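 also: positive control wells lacked labelled fibronectin entirely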
#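 Assay system: AH1F fibroblasts assembling fluorescent fibronectin matrix; Amount: 10000 AH1F cells per well; Buffer or medium: DMEM, 2% serum; Probe or stimulus: Alexa488-fibronectin, 24 nM final in well; Doses: single compound dose, delivered by pin transfer; Incubation: 1 h adhesion, overnight exposure; Measured by: fluorescence 485/525 nm; Read-out: fibronectin deposition inhibition.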
# Starred values were filed as active, the others as inactive; . = not tested or not shown. A portion of the library (hit frequency here may not be typical).
(1) CC(C)OCCCN1CC(=O)N2C(c3cccc([N+](=O)[O-])c3)c3[nH]c4ccccc4c3C[C@H]2C1=O (stereo not given in full)
(2) Cc1ccc(S(=O)(=O)N2CCN(CC(O)COc3ccccc3)CC2)cc1 (stereo not given)
(3) CCOC(=O)c1cc(-c2ccccc2C)nn1Cc1cc(CC)no1
(4) C=C1CCN(C(C(=O)OC)C(C)C)S(=O)(=O)c2ccc(F)cc21 (stereo not given)
(5) CC(=O)c1cccc(NC(=O)c2cccc3ccccc23)c1
(6) O=C(N1CCCCC1)[C@]1(Cc2ccccc2)N=C(c2ccc(OCCCO)cc2)O[C@@H]1c1ccccc1
(7) CC1CCN(c2c(NCc3ccc(C(=O)N4CCc5ccccc54)cc3)c(=O)c2=O)CC1
(8) Cc1cc(Br)ccc1SCC(=O)OCC(=O)N1CCN(C(=O)c2ccco2)CC1

assay / entry,1,2,3,4,5,6,7,8
CASP6 VEID inh,1,3,2,.,-2,0,0,3
Statin myotox sup,29,13,15,-7,-1,.,-20,-1
LGR2 antag,-2,-4,-36,2,-3,.,.,7
S100A4 inh HTS,-2,-5,-10,-1,2,-4,-1,-5
esBAF inh,7,1,39,3,4,.,-5,-1
SIRT5 block,-5,-6,.,.,0,1,-3,14
FN deposition inh,3,-6,1,-12,14,.,-8,.

# Next part (4 carried over from the part before).
(5) CC(=O)c1cccc(NC(=O)c2cccc3ccccc23)c1
(6) O=C(N1CCCCC1)[C@]1(Cc2ccccc2)N=C(c2ccc(OCCCO)cc2)O[C@@H]1c1ccccc1
(7) CC1CCN(c2c(NCc3ccc(C(=O)N4CCc5ccccc54)cc3)c(=O)c2=O)CC1
(8) Cc1cc(Br)ccc1SCC(=O)OCC(=O)N1CCN(C(=O)c2ccco2)CC1
(9) CCN(CC1COc2ccccc2O1)C(=O)c1ccc(Cl)c(S(=O)(=O)N2CC(C)OC(C)C2)c1 (stereo not given)
(10) Cc1cccc(CN(C)C[C@@H]2Oc3ncc(Br)cc3C(=O)N([C@H](C)CO)C[C@@H]2C)c1
(11) Cc1ccc(S(=O)(=O)NNC(=O)c2c(O)c3ccccc3[nH]c2=O)cc1
(12) O=C(CSc1cn(CCNC(=O)c2cccs2)c2ccccc12)NC1CCCC1
(13) CO[C@@H]1CN(C)C(=O)c2cc(NC(=O)c3ccccc3F)ccc2OC[C@H](C)N(CC2CCOCC2)C[C@@H]1C
(14) COc1ccc(NC(=O)C[C@H]2C(=O)N(C3CCCCC3)C[C@@H]2c2ccccc2)cc1
(15) CCOC(=O)c1oc2cc(OCC(N)=O)ccc2c(=O)c1-c1ccc(OC)c(OC)c1
(16) C[C@H](O)C#Cc1ccc2c(c1)O[C@@H](CN(C)C(=O)Nc1ccccc1)[C@H](C)CN([C@@H](C)CO)S2(=O)=O

assay / entry,5,6,7,8,9,10,11,12,13,14,15,16
CASP6 VEID inh,-2,0,0,3,-2,1,0,-1,1,1,.,0
Statin myotox sup,-1,.,-20,-1,5,16,5,-5,-13,-2,6,-36
LGR2 antag,-3,.,.,7,-10,16,-3,9,9,-4,2,6
S100A4 inh HTS,2,-4,-1,-5,1,-4,-4,46,0,0,4,-4
esBAF inh,4,.,-5,-1,3,-5,-4,1,5,-6,-4,-4
SIRT5 block,0,1,-3,14,0,3,17*,-1,2,-7,.,-4
FN deposition inh,14,.,-8,.,-16,-5,5,4,-4,-3,-1,3

# Full records, looked up by structure:
# CCOC(=O)c1cc(-c2ccccc2C)nn1Cc1cc(CC)no1 reads CASP6 VEID inh: 2; Statin myotox sup: 15; LGR2 antag: -36; S100A4 inh HTS: -10; esBAF inh: 39; SIRT5 block: .; FN deposition inh: 1
# CC1CCN(c2c(NCc3ccc(C(=O)N4CCc5ccccc54)cc3)c(=O)c2=O)CC1 reads CASP6 VEID inh: 0; Statin myotox sup: -20; LGR2 antag: .; S100A4 inh HTS: -1; esBAF inh: -5; SIRT5 block: -3; FN deposition inh: -8
# O=C(CSc1cn(CCNC(=O)c2cccs2)c2ccccc12)NC1CCCC1 reads CASP6 VEID inh: -1; Statin myotox sup: -5; LGR2 antag: 9; S100A4 inh HTS: 46; esBAF inh: 1; SIRT5 block: -1; FN deposition inh: 4

# Going on with the list:
(17) COc1ccccc1N1CCN(Cc2cn[nH]c2-c2ccc(F)cc2)CC1
(18) Fc1ccc(N2CCN(Cc3cnc(Oc4ccc(Br)cc4)s3)CC2)cc1
(19) CCOC(=O)c1c(C)[nH]c(C)c1C(=O)COC(=O)c1cccnc1SC
(20) CN(C)CC(=O)N[C@H]1CC[C@H](CCn2cc(C3CC3)nn2)O[C@@H]1CO
(21) Cc1[nH]c2ccccc2c1SCc1nnc(SCc2ccccc2)n1C
(22) Cc1ccc(S(=O)(=O)NCc2ccc3c(c2)cc(C)n3C)cc1
(23) CCc1ccc(S(=O)(=O)Nc2cccc(C3OCCCO3)c2)cc1
(24) Cc1c(C(=O)Oc2cc(N)n(S(C)(=O)=O)n2)cccc1[N+](=O)[O-]

assay / entry,17,18,19,20,21,22,23,24
CASP6 VEID inh,1,.,0,-26,3,2,0,-1
Statin myotox sup,1,17,2,-1,6,-12,.,.
LGR2 antag,-4,.,-9,-6,.,-21,3,1
S100A4 inh HTS,3,.,-11,-2,-20,36,-3,-2
esBAF inh,-4,-10,-5,1,-4,-4,.,.
SIRT5 block,-5,.,-4,0,-2,-4,-5,.
FN deposition inh,7,2,-11,-16,0,-3,-1,-12

(25) O=C(c1ccccc1Br)N1CCCC(c2nc(-c3cccs3)no2)C1 (stereo not given)
(26) NS(=O)(=O)c1cccc(NC(=O)COC(=O)Cn2cc(C(F)(F)F)ccc2=O)c1
(27) COc1ccc(CCNC(=S)N2CCC(C(N)=O)CC2)cc1
(28) Cc1ccccc1CN1CCN(S(C)(=O)=O)CC1
(29) O=C(CNC(=O)c1ccc(Cl)c([N+](=O)[O-])c1)OCN1C(=O)c2ccccc2C1=O
(30) CCCCn1c(N)c(N(CC(C)C)C(=O)c2ccncc2)c(=O)[nH]c1=O
(31) O=C(Nc1ccc2c(c1)Cc1ccccc1-2)c1ccccc1F
(32) CC(C)Nc1nnc(SCC(=O)NCc2ccc3c(c2)OCO3)s1

assay / entry,25,26,27,28,29,30,31,32
CASP6 VEID inh,-4,5,-2,0,1,0,-3,.
Statin myotox sup,.,-1,8,2,.,.,.,.
LGR2 antag,-33,2,4,11,12,-5,.,16
S100A4 inh HTS,-6,3,-4,5,-4,-2,1,18
esBAF inh,.,-7,6,2,.,.,.,.
SIRT5 block,-4,4,-2,-3,-2,-6,-5,13
FN deposition inh,2,0,2,.,2,-1,1,8

(33) COc1ccccc1-c1ccc(C2[C@H]3CNC[C@@H]2N3Cc2cc(-c3ccccc3)on2)cc1 (stereo not given in full)
(34) CC(Sc1ccccc1)C(=O)NCC(c1ccco1)N1CCCCC1 (stereo not given)
(35) COc1ccc(NC(=O)COC(=O)CCNC(=O)c2ccco2)cc1Cl
(36) N#CC1CC(c2ccccc2)Nc2cc(Cl)ccc2N1 (stereo not given)
(37) COCCNC(=O)c1ccc(CS(=O)(=O)c2ccc(OC)cc2)o1
(38) CNC(=S)N1CCc2cc(OC)c(OC)cc2C1COc1ccc(F)cc1 (stereo not given)
(39) COc1ccc(N=Nc2c(C)n[nH]c2C)cc1
(40) C[C@@H]1CN([C@@H](C)CO)C(=O)c2cc(NC(=O)Cn3cnnn3)ccc2O[C@H]1CN(C)C(=O)Nc1cccc2ccccc12

assay / entry,33,34,35,36,37,38,39,40
CASP6 VEID inh,1,-47,-1,1,1,3,0,1
Statin myotox sup,.,-8,3,-51,-2,.,14,-6
LGR2 antag,-11,6,0,-128,5,-15,-5,8
S100A4 inh HTS,-4,-9,0,0,1,1,-11,-1
esBAF inh,.,4,-1,11,0,.,24,-3
SIRT5 block,-5,4,-1,-3,.,-2,3,5
FN deposition inh,-6,-11,6,-4,11,7,6,.

(41) O=C(C[C@H]1C[C@@H]2c3cc(NC(=O)C4CCOCC4)ccc3O[C@@H]2[C@@H](CO)O1)NC1CCCCC1
(42) COc1ccc(C(C(=O)NC(C)(C)C)n2c(-c3ccc(C(F)(F)F)cc3)nc3ccccc32)cc1 (stereo not given)
(43) CS(=O)(=O)N(Cc1nnc(-c2cccs2)o1)c1ccc(Cl)cc1F
(44) CC(C)C[C@H](NC(=O)OC(C)(C)C)c1n[nH]c(=S)n1N
(45) CC(C)CN1CCC(Oc2cccc(C(=O)NCCc3ccccc3)c2)CC1
(46) C[C@H]1CCCCO[C@H](CN(C)C(=O)Nc2ccc(C(F)(F)F)cc2)[C@@H](C)CN([C@@H](C)CO)C(=O)c2cc(NC(=O)Nc3ccc(C(F)(F)F)cc3)ccc2O1
(47) O=C(O)c1cc(-c2ccc(Cl)cc2)n(-c2cccc(Cl)c2)n1
(48) CCCCOc1ccc(CSC(=N)N)cc1Cl

assay / entry,41,42,43,44,45,46,47,48
CASP6 VEID inh,-1,0,.,.,-5,.,2,1
Statin myotox sup,0,.,6,-3,.,.,11,.
LGR2 antag,-1,-6,.,18,-8,2,0,40
S100A4 inh HTS,-1,15,.,.,1,.,-6,0
esBAF inh,1,.,5,8,.,-6,-10,.
SIRT5 block,-1,-3,.,.,0,.,-1,5
FN deposition inh,-1,-2,1,8,0,-8,-5,-13

(49) CCCCc1ccc(Nc2nc(N3CCOCC3)nc(N3CCOCC3)n2)cc1
(50) CO[C@@H]1CN(C)C(=O)c2cc(NS(=O)(=O)c3cccc(F)c3)ccc2OC[C@H](C)N(C(=O)Cc2cccnc2)C[C@H]1C
(51) CCOC(=O)c1[nH]c(C(=O)O)c(CCN(CC)CC)c1C
(52) CC1CCN(C(=O)CCNS(=O)(=O)c2ccccc2)CC1
(53) Cc1ccc(C)n1-c1ccc(-c2ccnc(N)n2)cc1
(54) CO[C@@H]1CN(C)C(=O)c2ccc(NC(=O)NC(C)C)cc2OC[C@H](C)N(Cc2ccccn2)C[C@@H]1C
(55) O=C(Cc1coc2cc(O)ccc12)NNC(=O)c1ccc(Br)s1
(56) COc1ccccc1C(=O)N/N=C(\C)CC(=O)Nc1ccccc1NC(C)=O

assay / entry,49,50,51,52,53,54,55,56
CASP6 VEID inh,-3,-1,0,.,3,-1,13,1
Statin myotox sup,-103,8,12,5,4,13,1,-1
LGR2 antag,1,4,7,.,-21,-13,-16,-7
S100A4 inh HTS,-1,-7,-3,.,-10,8,0,-4
esBAF inh,-5,3,-9,38,11,-2,-1,-5
SIRT5 block,-2,2,-3,.,-4,3,1,-2
FN deposition inh,-2,-6,.,4,-8,-2,3,9

(57) O=C(CCNC(=O)c1ccccc1Cl)NCc1ccco1
(58) Cc1noc(C)c1C(=O)Nc1ccccc1N1CCOCC1
(59) CCOC(=O)C1(Cc2ccccc2C)CCCN(S(C)(=O)=O)C1 (stereo not given)
(60) CCc1nccn1-c1cc(C(C)(C)C)nc2c(-c3ccc(Cl)cc3)cnn12
(61) O=C(Nc1ccccc1F)N1CCCCN2[C@H](CO)[C@@H](c3ccc(C4=CCCC4)cc3)[C@H]2C1

assay / entry,57,58,59,60,61
CASP6 VEID inh,15,0,0,-2,0
Statin myotox sup,-5,0,6,.,-7
LGR2 antag,-2,4,2,-36,-10
S100A4 inh HTS,-4,-3,2,-3,0
esBAF inh,-5,-3,-6,.,1
SIRT5 block,0,-1,0,-3,-1
FN deposition inh,25,6,2,7,.
